# Bioassay records as filed in PubChem.
# TDP-43 yeast inh – inhibitors of TDP-43 toxicity in yeast; 410,000 tested, 1.8% active; Potency, µM (series often up to 46.1 µM), inactives show at the top dose growth rescue (activation), usual class: activators; TDP-43 expressing yeast growth rescue, BacTiter-Glo, 24 h; also: potency is read from the fitted curve at half-maximal effect; % of control where 0% means no effect; nearly all actives have a fitted effect of over 50% in size
#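 Yeast expressing TDP-43 (pregrown in raffinose, seeded at OD600=0.02 in galactose medium) exposed to compounds 24 hr at 30 deg C. Growth read by BacTiter-Glo luminescence; rescue of toxicity appears as increased signal.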
# GLP-1R inv ag – acts as inverse agonist at human GLP-1 receptor | HEK293 GLP-1R CRE-luciferase, luminescence, 24 h; GLP-1R form is constitutively active | Potency, µM (highest dose often 38.3 µM), without a hit: at the highest dose activity change, negative = inhibition, usual class: inhibitors | 410,000 tested, 1.6% active | AID 624417; also: potency is read from the fitted curve at half-maximal effect; % is scaled to controls: 0 for no effect and ±100 for the full control effect; nearly all actives have a fitted effect of over 55% in size
# Target sequence (P43220 whole entry, looked up): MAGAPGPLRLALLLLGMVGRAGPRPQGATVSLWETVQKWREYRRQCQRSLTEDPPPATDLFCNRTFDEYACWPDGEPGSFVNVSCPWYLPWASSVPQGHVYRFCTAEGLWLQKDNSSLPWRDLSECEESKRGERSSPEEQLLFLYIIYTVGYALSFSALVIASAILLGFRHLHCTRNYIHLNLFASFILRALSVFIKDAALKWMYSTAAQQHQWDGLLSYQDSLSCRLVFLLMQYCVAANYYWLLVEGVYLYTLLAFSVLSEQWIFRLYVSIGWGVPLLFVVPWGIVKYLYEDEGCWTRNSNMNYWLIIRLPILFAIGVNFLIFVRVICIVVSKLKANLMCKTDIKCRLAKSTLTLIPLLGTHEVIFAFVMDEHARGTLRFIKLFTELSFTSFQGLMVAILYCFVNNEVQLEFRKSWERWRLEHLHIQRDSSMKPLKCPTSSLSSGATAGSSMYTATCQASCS
#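 Stable HEK293 clone (constitutively active GLP-1R + cAMP-response luciferase); 200 cells/uL plated, 12 h pre-culture, compound 24 hr, 37 deg C/5% CO2; detection reagent 12 min RT; luminescence.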
# Akt phos inh – inhibitors of Akt phosphorylation; Neuro2A IGF-stimulated pAkt S473 HTRF, 20 min; stronger effect = lower value; activity change, % for hits at 50 µM; 360,000 tested, 0.32% active; AID 651550; in the data active = activity change below about -80%; inconclusive = mostly about -51% to -80%; also: % is scaled to controls: 0 for no effect and ±100 for the full control effect
#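 Single-point screen (50 µM final compound) in Neuro2A cells stimulated 20 min with 6 nM IGF at 37 deg C. After lysis, Ser473-phosphorylated Akt read by HTRF (ex 330 nm, em 615/665 nm) as the 665/615 ratio.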
# aSyn yeast inh – inhibitors of alpha-synuclein toxicity in yeast; Yeast expressing alpha-synuclein, growth rescue, BacTiter-Glo, 24 h; Potency, µM (titrated, usually from 46.1 µM), for the others: top-dose growth rescue (activation), usual class: activators; 370,000 tested, 0.14% active; AID 652106; also: potency is read from the fitted curve at half-maximal effect; % of control where 0% means no effect; nearly all actives have a fitted effect of over 65% in size
#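 Screening used galactose-induced yeast with toxic alpha-synuclein levels, exposed to compound for 24 hr at 30 deg C. Cell growth, read with BacTiter-Glo luminescence, gave the measured signal.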
# DRD3 antagonist – blocks the human D3 dopamine receptor; P35462; D3R cells, DiscoveRx beta-arrestin luminescence, antagonist mode; stronger effect = lower value; max response, negative = inhibition, %; 360,000 tested, 2.5% active; AID 652054; in the data active = max response below about -50%; inconclusive = no clear call, values can overlap the other calls; also: % is scaled to controls: 0 for no effect and ±100 for the full control effect; mostly tested at two doses, the higher about 12 µM
#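 Cells expressing the human receptor were seeded at 1500 cells/well, incubated overnight at 37 degrees C in 5% CO2, then exposed to library compounds with dopamine controls for 90 minutes at 37 degrees C before luminescent detection.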
# PTHR1 ag – PTHR1 (human) receptor agonism; Q03431; HEK293 GP2 PTHR1 cells, GloSensor cAMP luminescence, 1 h; Potency, µM (series often up to 115 µM), without a hit: at the highest dose activation, most hits filed as activators; 410,000 tested, 0.075% active; AID 743266; also: potency is read from the fitted curve at half-maximal effect; nearly all actives have a fitted effect of over 55% in size; some results filed as inactive show a strong effect at the top dose; inactives centre near -15; many of its hits are not listed in these tables
# Target sequence (Q03431 whole entry, looked up): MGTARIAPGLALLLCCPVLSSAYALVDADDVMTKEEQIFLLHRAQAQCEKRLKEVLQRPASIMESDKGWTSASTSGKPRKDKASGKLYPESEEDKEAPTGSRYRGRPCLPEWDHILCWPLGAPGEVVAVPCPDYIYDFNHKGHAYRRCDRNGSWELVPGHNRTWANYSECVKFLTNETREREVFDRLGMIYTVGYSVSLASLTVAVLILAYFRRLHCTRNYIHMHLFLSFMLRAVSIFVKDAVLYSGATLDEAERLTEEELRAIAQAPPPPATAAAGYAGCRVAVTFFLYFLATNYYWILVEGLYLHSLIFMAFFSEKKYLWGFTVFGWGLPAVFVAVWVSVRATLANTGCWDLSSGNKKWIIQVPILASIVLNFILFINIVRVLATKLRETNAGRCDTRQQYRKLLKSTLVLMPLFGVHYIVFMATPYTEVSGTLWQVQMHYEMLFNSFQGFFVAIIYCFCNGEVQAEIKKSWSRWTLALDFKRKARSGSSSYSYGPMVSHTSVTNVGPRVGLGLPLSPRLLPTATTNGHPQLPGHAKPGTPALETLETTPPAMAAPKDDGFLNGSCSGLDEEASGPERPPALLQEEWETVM
#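 HEK-293-derived GP2 cells expressing PTHR1 and a GloSensor cAMP reporter, 3,000/well, plated overnight, given luciferin plus IBMX (each 0.5 mM as added) for 1 h at 37 °C, then compound for 1 h at 37 °C. Luminescence was read after 15 min at room temperature.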
# GLP-1R agonist – activates the human GLP-1 receptor. HEK293 GLP-1R CRE-luciferase, luminescence, 4-6 h; cells express a hypersensitive GLP-1R form. Potency, µM (series often up to 45.6 µM), without a hit: at the top dose activation, usual class: activators. 380,000 tested, 0.007% active. AID 624172; also: potency is read from the fitted curve at half-maximal effect; % of control where 0% means no effect
# FUS yeast rescue – rescues growth of FUS-expressing yeast. 390,000 tested, 0.24% active. Potency, µM (highest dose often 76.6 µM), for inactives: at the top dose growth rescue (activation), most hits filed as activators. S. cerevisiae FUS-expressing, growth rescue, OD600, 24 h. AID 1347120;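 also: potency is read from the fitted curve at half-maximal effect; plate controls were DMSO vehicle for no effect and reference control for full effect; nearly all actives have a fitted effect of over 55% in size; some results filed as inactive show a strong effect at the top dose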
#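 Quantitative HTS measuring growth restoration of FUS-toxic yeast. Galactose-induced cells (OD 0.005) were exposed 24hr at 30C to compounds at several concentrations, then absorbance at 600 nm was recorded.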
# Abeta rescue – restores growth of yeast expressing A-beta42 peptide. Potency, µM (series often up to 46.1 µM), for the others: at the highest dose growth rescue, most hits filed as activators. yeast expressing A-beta42, growth rescue, OD600, 48 h; response scale: 0% DMSO, 100% iron-clioquinol control. 410,000 tested, 0.063% active; also: potency is read from the fitted curve at half-maximal effect; nearly all actives have a fitted effect of over 55% in size
#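 Growth rescue measured by 600 nm absorbance after 48 h yeast culture at 30 C with compound. Values normalized between DMSO and an equimolar ferric chloride plus clioquinol control.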
# An asterisk follows results filed as active; i = inactive; ? = inconclusive; . = not tested or not shown; & = joins results of further samples; [ ] = dose if it differs, or a comment. Unless noted, calls follow the shape of the dose curve; as a rule, active = well fitted curve in the direction sought with a large enough effect; inconclusive = small, poorly fitted or top-dose-only effect, or another doubt; inactive = no such curve, though single readings can be large; an effect the other way counts as inactive or inconclusive. An excerpt; count on the stated rates, not on these rows.
SMILES,TDP-43 yeast inh,GLP-1R inv ag,Akt phos inh,aSyn yeast inh,DRD3 antagonist,PTHR1 ag,GLP-1R agonist,FUS yeast rescue,Abeta rescue
CCc1ccc(S(=O)(=O)N/N=C(/C)c2ccncc2)cc1,4%,2%,i,4%,-7,-6%,-3%,-8%,18%
O=S(=O)(Nc1ccccn1)c1cccc(S(=O)(=O)c2ccc(Br)cc2)c1,-10%,10%,i,0%,0,-6%,1%,-3%,-4%
COc1ccccc1OCC(O)CN1CCN(CC(=O)Nc2c(C)cccc2C)CC1 (configuration not stated),4%&17%,-3%&-14%,i,-5%&-1%&-9%,0&-30,-9%&-8%,-5%&0%&-4%,-24%&-37%,-24%&-21%
C=CCN(C(=O)c1cccc(N2C(=O)C3CC=CC(C)C3C2=O)c1)c1ccccc1 (configuration not stated),-11%,-8%,i,2%,-15,-24%,8%,15%,10%
CNC(=O)N(O)C1N(/N=C/c2cccs2)C(=S)SC1(C)C (configuration not stated),-10%,7%,i,-3%,-8,i,0%,8%,3%
COc1ccc(N2C=C3C(=O)C(C)(OC(=O)CCc4ccccc4)C(=O)C=C3C=C2c2ccc(C#N)cc2)cc1 (configuration not stated),-4%,0%,i,-3%,?,5%,0%,28%,-6%
Cn1c(CC(=O)NNC(=O)c2ccccc2F)nc2ccccc21,24%,-16%,i,-1%,6,i,-6%,6%,-2%
O=c1oc2ccccc2c(Nc2ccc3ccccc3c2)c1[N+](=O)[O-],-1%,0%,i,-15%,-86*,-10%[57.5 µM],0%,9%,14%
CC(C)c1ccc(N(CC(=O)NCc2ccco2)C(=O)CCC(=O)Nc2nccs2)cc1,-1%,?,i,-2%,-15,i,15%,8%,-3%
COc1ccc(N2C(=O)CC(Cc3ccccc3)C2=O)cc1 (configuration not stated),8%,10%,-89%*,7%,16,-5%[57.5 µM],-1%,-11%,-8%
CCc1ccc(CNC(=O)C2CCN(S(=O)(=O)N3CCCC3)CC2)cc1,12%,?,i,-1%,-8,-15%,2%,13%,1%
CC1(C)Cc2cccc(OCC(=O)O)c2O1,4%,7%,i,7%,6,i,-3%,-4%,8%
CCOC(=O)C1=CCN(S(=O)(=O)c2ccccc2F)C1c1cccc(C)c1 (configuration not stated),7%,?,i,3%,12,-18%,7%,13%,1%
COc1ccc(CNC(=O)C2CCN(S(=O)(=O)c3ccc4nc5c(c(C(=O)O)c4c3)CC(C)CC5)CC2)cc1 (configuration not stated),-1%&6%,2%&8%,i,2%,0,-21%,-1%,7%&20%,0%&-16%
COc1cc(C(=O)COC(=O)c2cccs2)cc(OC)c1OC,19%,10%,i,-3%,3,-1%,11%,8%,-11%
CCOc1ccccc1NC(=O)C1CCN(C(=O)NCc2ccccc2)CC1,2%,2%,i,3%,2,i,-1%,-7%,15%
O=C(O)c1ccc(N/N=C/C2=Cc3ccccc3OC2)cc1,?,93%[activator],i,0%,-12,-21%,-3%,-12%,-15%
Cc1ccc(NC(=S)N(CCCN2CCCC2)Cc2cccn2Cc2ccc(Cl)cc2)cc1C,-18%,?,i,4%,-26,i,11%,28%,-12%
CCOCCCNC(=O)C(NC(=O)c1cnccn1)c1ccc(OC)cc1 (configuration not stated),-3%,15%,i,-3%,?,i,3%,19%,-4%
Cc1ccc(CN2C(=O)C(O)(CC(=O)c3ccc(C)cc3)c3ccccc32)cc1 (configuration not stated),6%,-27%,.,.,.,i,.,18%,?
COc1ccc(OC)c(S(=O)(=O)N2CCN(C(=O)c3cc(C4CC4)nn3-c3ccccc3)CC2)c1,4%,-4%,i,6%,1,-5%,19%,?,12%
COc1cccc(C(=O)Nc2sc3c(c2C(=O)O)CCCC3)c1,11%,-26%,i,3%,0,-11%,-4%,28%,-5%
Cn1nccc1-c1cc(Cl)cc(Cl)c1O,8%,-25%,i,5%,-27,i,0%,-6%,-25%
Cc1ccc(NC(=O)c2ccc(NC(=O)CCS(=O)(=O)c3cccs3)cc2)cc1F,17%,-16%,.,.,.,-16%,.,14%,-10%
O=C(Nc1cccc(-c2nc3ccccc3[nH]2)c1)c1cccc(NC(=O)c2ccco2)c1,-22%,0%,i,1%,25,-17%[57.5 µM],-18%,?,23%

# Following part.
SMILES,TDP-43 yeast inh,GLP-1R inv ag,Akt phos inh,aSyn yeast inh,DRD3 antagonist,PTHR1 ag,GLP-1R agonist,FUS yeast rescue,Abeta rescue
CS(=O)(=O)Nc1ccc2c(c1)[C@@H]1C[C@@H](CC(=O)NCc3cccnc3)O[C@H](CO)[C@@H]1O2,12%,14%,i,?,23,-26%,12%,-29%,6%
CN1C(=O)N(C)c2cccc3cccc1c23,?,31%[activator],i,2%,39,5%,0%,-8%,12%
COc1ccc(NC(=S)Nc2ccc(OC)cc2OC)c(OC)c1,17%,13%,i,-1%,6,-4%,-3%,-7%,15%
CSc1nc2ncc3c(n2n1)CC(C)(C)CC3=O,-15%,5%,i,-5%,11,i,13%,-5%,-12%
O=C(C1CCN(c2nnc(-n3cccc3)s2)CC1)N1CCN(c2cccc(C(F)(F)F)c2)CC1,15%,?,i,-2%,-13,-66%[inhibitor][57.5 µM],5%,16%,11%
CC(O)(c1ccccc1)c1nc(-c2ccc(Cl)cc2)cs1 (configuration not stated),-91%[inhibitor],?,i,-29%,-15,-38%[inhibitor],1%,21%,-79%[inhibitor]
Cc1ccc(NC(=O)N2CCCC2C(=O)NCc2cccs2)cc1 (configuration not stated),17%,-10%,i,11%,0,-25%[57.5 µM],-9%,-1%,29%
CCc1nc(SCc2ccc(Br)cc2)n[nH]1,?,10%,i,12%,15,-2%,5%,2%,10%
O=C(NCc1cccs1)c1nn(-c2ccccc2F)nc1CO,18%,-12%,.,.,.,-16%,.,-10%,1%
Oc1ccc(-c2nncn2-c2ccccc2)cc1,8%,13%,i,3%,8,-6%,-1%,-25%,0%
Cc1cc(NS(=O)(=O)c2ccc(Nc3nc(-c4ccc(O)cc4)cs3)cc2)no1,0%,27%,i,0%,3,-17%,16%,12%,6%
CCOC(=O)c1c(C)[nH]c(C)c1S(=O)(=O)N1CCCC(C(=O)NCc2ccc(Cl)cc2)C1 (configuration not stated),26%,-18%,.,.,.,i,.,25%,3%
O=C(O)c1oc2ccc(Br)cc2c1-n1cccc1,-4%,-14%,i,-4%,6,-6%[57.5 µM],0%,11%,-12%
O=C(Nc1c2c(nn1-c1ccc(F)cc1)CS(=O)C2)c1ccco1 (configuration not stated),-13%,24%,i,6%,-2,-14%,-2%,-14%,5%
Cc1nn(-c2ccccc2)c(C)c1C(=O)NCCc1ccccc1,-7%,-5%,i,-6%,-9,-20%,29%,5%,-5%
O=c1c(/C=N/O)coc2ccc3ccccc3c12,-63%[inhibitor],6%,i,1%,7,i,-15%,8%,-88%[inhibitor]
Cc1c(N=C/C=C/c2ccccc2)c(=O)n(-c2ccccc2)n1C,-1%,0%,i,1%,6,i,0%,15%,-2%
CN1CCN(CC(=O)Nc2c(C#N)cnn2-c2ccccc2)CC1,-10%[1.82 µM],26%,i,11%,47,i,8%,2%,-4%
CCCc1cc(=O)oc2c(C)c(OCC(=O)NCc3ccccn3)ccc12,3%,-4%,i,0%,-4,-36%[inhibitor],-3%,-12%,5%
COc1ccc(C2=CC(c3ccc(N(C)C)cc3)n3nnnc3N2)cc1 (configuration not stated),11%[9.22 µM],14%,.,.,.,-65%[inhibitor],.,40%,-20%
CCOC(=O)N1CCN(C(=O)/C(=C/c2cccs2)NC(=O)c2ccc(OC)c(OC)c2)CC1,10%,-18%,i,2%,10,3%,23%,-3%,-8%
CCc1sc(Nc2ccc(Cl)cc2)nc1-c1cc2cccc(OC)c2oc1=O,24%,?,.,.,.,-39%[inhibitor],.,23%,6%
CC(NC(=O)CCCN1C(=O)CCn2nc(-c3cn(C)c4ccccc34)cc21)c1ccccc1 (configuration not stated),0%,-26%,.,.,.,i,.,25%,4%
NS(=O)(=O)c1ccc(CCNS(=O)(=O)c2ccc(Cl)nc2)cc1,8%,4%,i,3%,13,i,-4%,-27%,-7%
O=C(CSc1nnc2ccccn12)NC(=O)c1cccc([N+](=O)[O-])c1,-15%,-1%,i,1%,1,i,7%,14%,-3%
COc1ccc(/C=C2/SC(=O)N(CC(=O)Nc3cc(C)on3)C2=O)cc1OC,22%,-2%,i,3%,0,i,2%,.,6%
CCc1nc2c(OCCOc3ccccc3)cccn2c1N(C)C(=O)C1CC1,21%,-20%,i,-6%,0,i,-4%,-10%,-27%
CCNc1nc(Oc2ccc(=O)n(-c3ccccc3)n2)nc(N(C)C)n1,8%&8%,18%&57%,i,-1%,-20,i,7%,-6%&6%,0%&6%
C=C(C)CN(CC)C(=O)CCc1nnc(CCCc2ccccc2)o1,4%,-7%,i,2%,7,-43%[inhibitor],9%,-1%,-10%
COc1ccc(Cl)cc1NC(=O)CCN1C(=O)C2CC=CCC2C1=O (configuration not stated),-11%,11%,i,-1%,-1,i,7%,9%,9%

# Nothing new here: three of the compounds above.
SMILES,TDP-43 yeast inh,GLP-1R inv ag,Akt phos inh,aSyn yeast inh,DRD3 antagonist,PTHR1 ag,GLP-1R agonist,FUS yeast rescue,Abeta rescue
Oc1ccc(-c2nncn2-c2ccccc2)cc1,8%,13%,i,3%,8,-6%,-1%,-25%,0%
Cc1cc(NS(=O)(=O)c2ccc(Nc3nc(-c4ccc(O)cc4)cs3)cc2)no1,0%,27%,i,0%,3,-17%,16%,12%,6%
CCOC(=O)c1c(C)[nH]c(C)c1S(=O)(=O)N1CCCC(C(=O)NCc2ccc(Cl)cc2)C1 (configuration not stated),26%,-18%,.,.,.,i,.,25%,3%
